Screening results (PubChem)
LDHA inh – qHTS assay for inhibitors of human lactate dehydrogenase; purified LDHA, NADH/diaphorase-resazurin fluorescence; hits give low values; hit rate 0.15% among 480,000; activity change, % (values are at about 110 or 230 µM); in the data active = activity change below about -30%; inconclusive = mostly about -25% to -30%;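 note: plate controls were DMSO wells for no effect and wells without enzyme for full effect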
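Resorufin fluorescence (ex540/em590), read at 0 and 20 min after diaphorase/resazurin addition, reports the NADH left after a 5 min room-temperature reaction of 2 nM human LDH5 with 0.06 mM NADH and 0.2 mM pyruvate.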
Numbers without * were called inactive; ? = inconclusive.

Preview, 4 compounds:
SMILES | LDHA inh
COc1ccc2cc(C(=O)/C=C/c3cccs3)ccc2c1 | 6
CCC/C(=N/NC(=O)C(C)(C)O)c1ccccc1 | 7
CC(C)CN1CCC(CN2CCOCC2)CC1 | 2
O=C(Nc1cccc(Cl)c1)c1ccc2ccccc2n1 | -1

Main list (from the top)
SMILES | LDHA inh
COc1ccc2cc(C(=O)/C=C/c3cccs3)ccc2c1 | 6
CCC/C(=N/NC(=O)C(C)(C)O)c1ccccc1 | 7
CC(C)CN1CCC(CN2CCOCC2)CC1 | 2
O=C(Nc1cccc(Cl)c1)c1ccc2ccccc2n1 | -1
CC1CCCCN1S(=O)(=O)c1ccc2nc(N3CCCCCC3)ccc2c1 (centres undefined) | 5
CNc1nc(-c2ccc(NC(=O)C(C)C)cc2)cs1 | 1
COc1ccc(CN(C)S(=O)(=O)c2ccc3c(c2)OCCCO3)cc1OC | -1
CC(C)(C)NC(=O)C(c1ccccc1F)n1c(=O)c(-c2ccco2)nc2ccccc21 (centres undefined) | -11
O=C(NNC(=O)c1ccccc1OCCOc1ccccc1)c1ccc(F)cc1F | 16
O=C(Cc1noc(C(=O)NCc2ccccc2Cl)n1)Nc1cccc2ncccc12 | 11
CC(CC(=O)NCc1ccccc1Cl)S(=O)(=O)c1ccc2c(c1)CCN2C(=O)C1CC1 (centres undefined) | 6
Cc1cccc(C)c1NC(=O)CCn1cnc2c1c(=O)n(C)c(=O)n2C | 12
COc1ccc(C2=Nc3ccccc3N(C(=O)Cc3cc(OC)cc(OC)c3)C2C(=O)NC(C)C)cc1 (centres undefined) | -2
COc1ccc(Cl)cc1NC(=O)Cn1nc(-c2ccc(C)c(C)c2)ccc1=O | -4
COc1ccc2c(c1)CCC(=O)[C@H](O)C[C@H](c1ccccc1)OC2=O | 16
CCCn1nc(C(=O)Nc2nc(C)c(C(C)=O)s2)c2ccccc2c1=O | -10
COc1ccc2cc(C(=O)N3CCN(S(=O)(=O)c4cc(C)ccc4C)CC3)c(C)nc2c1 | 10
CCOC(=O)c1ccc2ncc(C(=O)OCC)c(NCCCO)c2c1 | 1
O=C(Cc1n[nH]c(=O)c2ccccc12)NC1CCc2ccccc21 (centres undefined) | 1
C=C(Br)CN1CCCC1 | -5
Cc1ccc(-c2ccc(OC(=O)c3cnc(C)cn3)cc2)cc1 | 2
CC(OC(=O)C1CCN(S(=O)(=O)c2ccc(C(C)(C)C)cc2)CC1)C(=O)N1CCCCCC1 (centres undefined) | 3
Cc1cccc(C)c1NC(=O)CSc1nc(C)c(C)o1 | 0
COc1cc(OC)cc(C2=Cc3ccc(OC)cc3C(CC(C)=O)N2c2ccc(C#CCCO)cc2)c1 (centres undefined) | 11
O=C(CSc1nnnn1C1CCCC1)NCc1ccc(CN2CCOCC2)cc1 | 0
O=C(c1cn[nH]c1-c1ccc(F)cc1)N1CCCCCC1 | ?
COc1ccc(-c2coc3c(C)c(OCCN4CCC(C(N)=O)CC4)ccc3c2=O)cc1 | 1
COCCN(CCOC)C(=O)COc1cc2oc(=O)cc(-c3ccccc3)c2cc1Cl | 0
Cc1nc(-n2nc(C)c(Cl)c2C)sc1C(=O)N1CCCCC1C (centres undefined) | -14
CC1CCCCC1NC(=O)CN(C)Cc1ccc(C(F)(F)F)cc1 (centres undefined) | 12
Cn1c(=O)c2c(ncn2Cc2ccc(Cl)cc2Cl)n(C)c1=O | -3
COc1ccc(NS(=O)(=O)c2ccc(OCC(=O)NCc3ccc4c(c3)OCO4)c(C)c2)cc1 | 3
CCCn1c(CN2CCN(C(=O)OCC)CC2)nc2cc(NC(=O)c3ccc(Cl)cc3)ccc21 | 4
Cn1ccc(NC(=O)CCc2ncc(-c3ccc(Cl)cc3)o2)n1 | 4
O=C(NN=C(C1CC1)C1CC1)C(c1ccccc1)c1ccccc1 | 7
CCSC1=NS(=O)(=O)c2ccccc21 | -6
CC(Sc1nc2cc(S(=O)(=O)N(C)C)ccc2o1)C(=O)NC12CC3CC(CC(C3)C1)C2 (centres undefined) | 10
FC(F)(F)c1nc2ccccc2n1Cc1nnc2n1N=C(c1ccc(Cl)cc1)CS2 | -1
CO[C@H]1CN(C)C(=O)c2ccc(NS(=O)(=O)c3ccccc3F)cc2OC[C@H](C)NC[C@@H]1C | -11
Cc1nn(C)c2ncc(NC(=O)CCc3ncc(-c4ccccc4)o3)cc12 | -3
COc1cc(OC)c(C2=CCN(C(=O)C(C)Oc3ccc(Br)cc3)CC2)c(OC)c1 (centres undefined) | 2
O=C(Nc1ccc2oc(-c3cccc(I)c3)nc2c1)c1cccc([N+](=O)[O-])c1 | 3
CC(C(=O)Nc1ccc2[nH]c(=O)[nH]c2c1)N(C)Cc1ccc(Cl)c(Cl)c1 (centres undefined) | 10
CCOc1ccc(OC(=O)c2ccccc2C(=O)c2ccccc2)cc1 | -2
COc1cc(CC(=O)OCc2cccc(Br)c2)cc(OC)c1OC | 9
Cc1ccccc1-n1nnnc1C1(Nc2ccccc2)CCCC1 | -5
Cc1cc(C(=O)CSc2nnc(C(C)Oc3ccc(F)cc3)o2)c(C)n1Cc1ccco1 (centres undefined) | -2
Cn1c(=O)c2c(nc(NCCOCCO)n2Cc2ccccc2Br)n(C)c1=O | -2
Cc1cccc(S(=O)(=O)N2C[C@@H](O)COC[C@@H]3O[C@H](CC(=O)NCCCN4CCOCC4)CC[C@H]32)c1 | -10
COC(=O)[C@]1(Sc2ccc(OC)cc2)CC(=O)N[C@@H]1c1ccccc1 | 5
Cc1ccccc1NC(=O)c1ncoc1-c1cccs1 | 4
Cc1ccccc1NC(=O)C(=O)NCCc1csc2nc(-c3ccccc3F)nn12 | -6
COc1ccc(OC)c(CNCc2cccn2-c2nnc(N3CCN(C)CC3)s2)c1 | -2
Cc1c(C(=O)NCC(c2ccco2)N2CCOCC2)oc2ccccc12 (centres undefined) | -1
Cc1ccc(C)c(NC(=O)CC2(C(=O)O)CCCCC2)c1 | 5
CC(C)CN(CC(C)C)C(=O)COC(=O)c1c[nH]c2ccccc12 | 1
CCCCCC/C(=N\NC(N)=O)c1ccccc1 | 2
O=C(Cn1c(-c2ccccc2)cc2ccccc21)NCCC(=O)N1CCCC1 | -13
Cc1ccc(-c2cc(-c3ccc(C)c(C)c3)[nH]n2)cc1C | 10
CCn1c(=O)c2ccccc2n(CC(=O)Nc2ccc(-c3cccc(C(F)(F)F)c3)cc2)c1=O | -4

By substructure: the entries above containing two or more sulfur atoms.
SMILES | LDHA inh
CCSC1=NS(=O)(=O)c2ccccc21 | -6
CC(Sc1nc2cc(S(=O)(=O)N(C)C)ccc2o1)C(=O)NC12CC3CC(CC(C3)C1)C2 (centres undefined) | 10

(listing goes on)
SMILES | LDHA inh
Cc1cc2c(s1)CCc1cc(C(=O)NC3CCCC3)sc1-2 | -21
COc1cc(C(=O)NCc2nc3ccccc3n2C)cc(OC)c1OC | -5
CC(C)C(=O)Nc1cc2c(cc1Sc1ccccc1Cl)n(C)c(=O)n2C | 18
COc1ccc(OC)c(CN2C(=O)CCC2(C)c2nnnn2-c2c(C)cccc2C)c1 (centres undefined) | 0
Cc1cc(C(C)(C)C)ccc1OC(=O)c1ccc(C#N)cc1 | 4
COc1cc(OC)cc(C(=O)Nc2ccc3oc(-c4ccc(OC)c(Cl)c4)nc3c2)c1 | 7
CCOc1cc(/C=C2/NC(=O)NC2=O)ccc1OCc1ccc(Cl)cc1Cl | -3
Clc1ccccc1-c1noc(CSc2nnc(N3CCOCC3)n2Cc2ccccc2)n1 | 4
O=c1c2c3c(sc2n2cnnc2n1-c1ccccc1)CCCCC3 | 6
O=C(Nc1ccc2ccccc2c1)Nc1nnc(-c2ccccc2F)s1 | 2
Cc1cc(C)n2ncc(C(=O)NC(C)C)c2n1 | 1
O=C(Nc1ccc(Cl)c(-c2nc3cc(Cl)ccc3o2)c1)c1ccc([N+](=O)[O-])o1 | -13
COc1ccccc1CNc1nc2ccccc2nc1C(=O)OC(C)C | 0
O=C(O)c1cc(NS(=O)(=O)c2cc(F)cc(F)c2)ccc1Cl | 7
CCS(=O)(=O)c1ncc(N(Cc2ccccc2)Cc2ccco2)c(C(=O)Nc2ccccc2)n1 | 5
COc1ccc(S(=O)(=O)N2c3ccc(Br)cc3C(C)=CC2(C)C)cc1 | 4
Cc1ccc(S(=O)(=O)N2CCN(Cc3cn4cccc(C)c4n3)CC2)cc1 | -1
COC(=O)[C@@]1(Cc2ccc(F)cc2)[C@H]2c3cc(C(=O)N(C)C)n(Cc4ccsc4Br)c3C[C@H]2CN1C(=O)c1ccccc1 | 1
CN(C)CCN(Cc1cccc(F)c1)C(=O)c1cccc(S(C)(=O)=O)c1 | -8
Cc1ccc(/C=N/Nc2ccc(S(=O)(=O)Nc3cccc(Cl)c3)cc2[N+](=O)[O-])s1 | 4

Gathered by group, the entries above containing a tert-butyl group (3)
SMILES | LDHA inh
CC(C)(C)NC(=O)C(c1ccccc1F)n1c(=O)c(-c2ccco2)nc2ccccc21 (centres undefined) | -11
CC(OC(=O)C1CCN(S(=O)(=O)c2ccc(C(C)(C)C)cc2)CC1)C(=O)N1CCCCCC1 (centres undefined) | 3
Cc1cc(C(C)(C)C)ccc1OC(=O)c1ccc(C#N)cc1 | 4

Going on with the list:
SMILES | LDHA inh
CNC(=O)NC(=O)C(C)SC(C)c1c(F)cccc1F (centres undefined) | 0
COC(=O)[C@]12CCCCC=C1N(CCc1ccc(OC)c(OC)c1)C(=O)[C@H](CC(=O)NCc1cccs1)C2 | 2
C=CCNC(=O)CC12CC3CC(CC(C3)C1)C2 | 8
CCCCCCCCCc1conc1C(=O)/C=C/c1oc2c(c1C)CCC(C)C2 (centres undefined) | 4
CC1CCC(C(=O)Nc2ccc(Br)cc2)CC1 (centres undefined) | -9
CCc1ccc(OCc2nnc(SCc3cccc(C(F)(F)F)c3)n2CC(C)C)cc1 | 13
COc1cc(OC)cc(OCC(=O)NC2CCCCCC2)c1 | 5
CSc1cccc(NC(=O)C2CC3C=CC2C3)c1 (centres undefined) | -2
O=C(CCc1ncc(-c2c(F)cccc2F)o1)Nc1ccc(Br)cc1 | -1
Cc1ccc(CNc2nc(N)c([N+](=O)[O-])c(Nc3cccc(Cl)c3)n2)cc1 | 6
O=C(NCCc1ccc(F)cc1)c1cc2ccccc2[nH]1 | -10
CC(=O)c1ccc(NC(=O)c2nc(-c3ccccc3)oc2C)cc1 | -1
Brc1ccc(-c2noc(-c3cccs3)n2)o1 | -2
N#C/C(=C\c1cccc(OC(=O)c2ccccc2Cl)c1)C(=O)Nc1cccc(C(F)(F)F)c1 | -5
N#Cc1nc(C2CC2)oc1N1CCN(Cc2ccc(F)cc2Cl)CC1 | 0
COc1ccc(-c2nc(CSCC(=O)NCc3cccnc3)c(C)o2)cc1 | -2
COc1cc(Cl)c(C)cc1NC(=O)C(OC(=O)CNC(=O)c1ccccc1)c1ccccc1 (centres undefined) | -6
COc1cccc(Nc2c(-c3cccc(O)c3)nc3cccc(C)n23)c1 | 5
Cc1ccc(NC(=O)COC(=O)c2cccc(O)c2)c(Br)c1 | 2
CCCCCCOc1ccc(C(=O)CCN(C)C)cc1 | 1
COc1ccc(C=O)cc1COc1ccc(NC(C)=O)cc1 | 13
COc1ccc(CNC(=O)Nc2ccc(Cl)cc2C)cn1 | -16
O=C(NC1CC1)C(=O)N1CCN(C(=O)c2cc3ccccc3[nH]2)CC1 | 0
CC(C)NC(=O)c1cccc2c1CCCN2CC(=O)NC1CCCC1 | -8
Cc1ccc(N(CC(=O)N2CCN(C(c3ccccc3)c3ccccc3)CC2)S(C)(=O)=O)cc1 | -8
CCCCc1noc(CSc2cc(C(N)=O)c3ccccc3n2)n1 | -1
CC(C)(C)C(=O)/C=c1/[nH]c(=O)/c(=C/c2ccc(F)c(F)c2)s1 | -1
CCOc1ccccc1NC(=O)CCc1ncc(-c2ccc(C)cc2)o1 | 3
CCNC(=O)C[C@@H]1CC[C@H]2[C@@H](COC[C@H](O)CN2C(=O)C2CC2)O1 | -7
COC(=O)c1ccc(OC(=O)c2cc(-c3cccs3)nc3ccccc23)cc1 | 5
COc1ccc(S(=O)(=O)NCC2CCC(C(=O)NCC(=O)N3CCc4ccccc4C3)CC2)cc1 (centres undefined) | -2
CCNc1nc(-c2ccc3c(c2)CCC(=O)N3)cs1 | 2
Cc1nn(CC(=O)NCCO)c(=O)c2ccccc12 | 6
CCc1ccc(CN(C(=O)c2cc(=O)c3cc(Cl)ccc3o2)C2CCS(=O)(=O)C2)cc1 (centres undefined) | -4
O=C(O)c1cc(Br)ccc1Cl | 5
O=C(CSc1nc2ccccc2n1C(F)F)c1ccc(Cl)cc1 | 7
Cn1nnnc1SCC(=O)N(Cc1cccs1)c1ccc2c(c1)OCCO2 | 4
CCc1nc2ccccc2c(C(=O)OCC(=O)NC23CC4CC(CC(C4)C2)C3)c1C | -7
Cc1ccc(CCC2CCN(C(=O)c3n[nH]c(=O)c4ccccc34)CC2)cc1 | 1
COC(=O)Cn1c(=O)n(CCc2ccccc2)c(=O)c2sc3c(c21)COC(C)(C)C3 | 4

Part of the list above in order of molar mass, smallest number first:
SMILES | LDHA inh
Cc1nn(CC(=O)NCCO)c(=O)c2ccccc12 | 6
CC(C)(C)C(=O)/C=c1/[nH]c(=O)/c(=C/c2ccc(F)c(F)c2)s1 | -1
COC(=O)c1ccc(OC(=O)c2cc(-c3cccs3)nc3ccccc23)cc1 | 5
CCc1ccc(CN(C(=O)c2cc(=O)c3cc(Cl)ccc3o2)C2CCS(=O)(=O)C2)cc1 (centres undefined) | -4

The results go on:
SMILES | LDHA inh
O=C(COc1ccccc1)Nc1cccc(-c2nc3cc(Cl)ccc3o2)c1 | 5
COc1ccc(C(=O)Oc2ccccc2C(C)=O)cc1Br | -2
O=C(CCc1ncc(-c2ccc(F)cc2)o1)NCCc1ccc(F)cc1 | -7
CCN(Cc1ccc(OC)c(F)c1)C(=O)CN1CCC(c2nc3ccccc3s2)CC1 | -1
CC(CNC(=O)Cn1cc(C(N)=O)c2ccccc21)c1ccccc1 (centres undefined) | -3
Cc1cc(NC(=O)[C@@H]2CCCN2S(=O)(=O)c2ccccc2)no1 | -8
O=C(COC(=O)c1ccc(O)cc1)c1ccc(NC(=O)c2ccco2)cc1 | 0
Brc1n[nH]c(Br)n1 | 10
O=C(NC1CCCC1)C(Sc1ccccn1)c1ccccc1 (centres undefined) | -1

These rows are one share of the data, so the mix of outcomes need not match the whole.
